# Myeloid diff MLP – promotes myeloid progenitor differentiation. ER-HoxA9 myeloid progenitors, lysozyme-GFP differentiation, flow cytometry. calls only at 10 µM. 360,000 tested, 1% active. AID 624256;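 active means normalized GFP-positive differentiation at or above the plate's own cutoff, the solvent-only control mean plus 3 SD; inconclusive means no clear call, values can overlap the other calls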;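 further: cells exposed to compound for four days before flow analysis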
# HIV peptide binding – inhibitors of HIV fusion peptide binding, primary screen, biochemical, uHTS, fluorescence dequenching (AID 1986). cell-free peptide binding, fluorescence dequenching, 30 min; higher % means a stronger effect. inhibition, % at 20 µM; hits with a dose series show IC50 in µM. 290,000 tested, 0.3% active; in the data active means inhibition mostly above about 52%, no sharp cut-off; inactive means mostly below about 76%; further: some results filed as inactive read as strong as hits
# GPR35 arrestin U2OS – inhibition of zaprinast-stimulated GPR35 beta-arrestin translocation – imaging, U2OS, beta-arrestin-GFP, zaprinast agonist, primary screen (AID 2058). U2OS GPR35 beta-arrestin-GFP translocation imaging, zaprinast antagonism; higher % means a stronger effect. inhibition, % at 10 µM, or IC50 in µM where a hit was titrated. 290,000 tested, 0.052% active;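 active means inhibition of at least 50% with at least 30 cells and total cytoplasm GFP at most 10,000,000; inconclusive means under 30 cells or total GFP of 10,000,000 plus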
# GPR55 LPI antagonism – GPR55 antagonists blocking LPI-driven arrestin recruitment, primary screen, imaging, U2OS, beta-arrestin-GFP, LPI agonist (AID 2013). U2OS GPR55 beta-arrestin-GFP translocation imaging, LPI antagonism; higher % means a stronger effect. one-dose inhibition, % at 10 µM; IC50 in µM for titrated hits. 290,000 tested, 0.13% active;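 active means spots per cell inhibited over 60%, with over 100 cells counted and total cytoplasm intensity under 500,000; inconclusive means wells with under 100 cells, flagged as likely toxic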;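 further: U2OS cells stably carrying GPR55 and arrestin-GFP stimulated by 5 µM LPI near EC80; imaged beta-arrestin-GFP aggregate spots per cell after agonist stimulation; plate controls were LPI-stimulated DMSO wells for no effect and DMSO wells without LPI for full effect; some results filed as inactive read as strong as hits; confirmed hits need IC50 under 10 µM and bright autofluorescent wells are also inconclusive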
# Salmonella PhoP GFP – PhoP-dependent GFP reporter repression – Salmonella Typhimurium, primary screen (AID 1863); S. Typhimurium PhoP-regulated promoter GFP reporter, 4 h; higher % means a stronger effect; 300,000 tested, 0.16% active; inhibition, % at 50 µM, or IC50 in µM where a hit was titrated;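 active means inhibition over 29.93%, a cutoff 3 SD above the screen mean, later confirmed by dose response; inconclusive means inhibition over 29.93% but no dose response follow-up; inactive means inhibition at most 29.93% or unconfirmed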;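 further: 0% = low Mg2+ inducing control and 100% = high Mg2+ repressing control; strong numbers were not always called active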
# SIAH1 antagonists – blockers of Siah-1 interaction with plectin peptide – biochemical, fluorescence polarization, rhodamine-plectin, uHTS, primary screen (AID 1817). Siah-1 / rhodamine-plectin peptide fluorescence polarization; higher % means a stronger effect. one-dose displacement, % at 20 µM; IC50 in µM for titrated hits. 290,000 tested, 0.02% active;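 active means displacement of at least 50% at 20 µM, with a fluorescence ratio check between 0.3 and a set limit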;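 further: plate controls were Siah plus tracer with DMSO for no effect and tracer alone without Siah for full effect; strong numbers were not always called active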
# NTR1 ag – agonists of NTR1, primary screen, imaging, U2OS cells, beta-arrestin-GFP, high content (AID 493036) | P30989 | NTR1-U2OS beta-arrestin-GFP spot imaging, agonist mode | activation, % at 20 µM | 330,000 tested, 0.17% active;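 active means activation at or above 40% of the spot to cytoplasm intensity ratio, with at least 20 cells analyzed; inconclusive means wells under 20 cells, flagged as cytotoxic or low count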;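 further: 0% = DMSO without peptide and 100% = 100 nM NTR1 peptide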
# Target sequence (P30989 whole entry, looked up): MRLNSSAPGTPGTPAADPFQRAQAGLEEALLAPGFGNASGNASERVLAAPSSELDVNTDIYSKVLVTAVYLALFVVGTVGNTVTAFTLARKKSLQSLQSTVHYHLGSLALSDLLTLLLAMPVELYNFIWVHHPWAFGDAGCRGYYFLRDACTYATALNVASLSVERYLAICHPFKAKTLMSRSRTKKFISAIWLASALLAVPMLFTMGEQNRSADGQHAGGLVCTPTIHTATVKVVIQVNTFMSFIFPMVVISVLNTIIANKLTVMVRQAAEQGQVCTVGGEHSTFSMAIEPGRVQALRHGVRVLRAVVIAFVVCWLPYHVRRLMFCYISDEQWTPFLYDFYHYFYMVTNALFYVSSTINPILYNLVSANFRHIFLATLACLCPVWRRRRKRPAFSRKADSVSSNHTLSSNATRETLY
# MgcRacGAP inhibition – MgcRacGAP GTPase-activating activity inhibitors, confirmation, biochemical, ADP Hunter fluorescence | MgcRacGAP-stimulated Rac1 GTP hydrolysis, ADP Hunter fluorescence; higher % means a stronger effect; GST-tagged Rac1 F28L mutant substrate | inhibition, % at 30 µM; hits with a dose series show IC50 in µM | 340,000 tested, 0.6% active | AID 624330;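 active means first-screen hits whose inhibition reached a set limit at any dose in the follow-up dose series; inconclusive means inhibition above the set first-screen limit but never retested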;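 further: fluorescence reports GDP produced by GAP-driven GTP hydrolysis; strong numbers were not always called active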
# LYP inhibition – inhibitors of LYP phosphatase, biochemical, fluorescence intensity, uHTS (AID 1779); recombinant LYP phosphatase, fluorescence intensity; higher % means a stronger effect; inhibition, % at 11.5 µM; hits with a dose series show IC50 in µM; 290,000 tested, 0.054% active; in the data active means inhibition above about 50%;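 further: plate controls were vehicle with enzyme for no effect and no enzyme for full effect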
# NTR1 ag cell count 20 µM – second read-out of NTR1 ag, no call of its own (marks repeat the call); cell count; measured here: cell count, cytotoxicity flag
# Myeloid diff MLP GFP+ MAC1+ % – second read-out of Myeloid diff MLP, no call of its own (marks repeat the call); GFP+ MAC1+ double positive, %; measured here: differentiation confirmed by MAC1 staining
# * = called active by the depositor; i = inactive; u = inconclusive; x = not tested or not shown.
SMILES,Myeloid diff MLP,Myeloid diff MLP GFP+ MAC1+ %,HIV peptide binding,GPR35 arrestin U2OS,GPR55 LPI antagonism,Salmonella PhoP GFP,SIAH1 antagonists,NTR1 ag,NTR1 ag cell count 20 µM,MgcRacGAP inhibition,LYP inhibition
O=C(O)CSc1nnc(CNc2ccccc2Cl)n1-c1ccccc1,i,1.0,3.1%,4%,-2%,-3%,0%,-1.4,78,11%,-8%
CCOC(=O)c1cnc(SCC(=O)c2ccccc2)nc1N,i,0.3,-0.4%,18%,-7%,10%,22%,3.3,83,7%,-3%
O=C(NCC1CCN(c2ccc(S(=O)(=O)N3CCOCC3)cc2)CC1)c1ccc(Cl)cc1,i,1.2,2.9%,16%,3%,-9%,-1%,0.6,28,17%,0%
COc1ccccc1Nc1nnc(SCC(=O)NC(=O)Nc2ccc3c(c2)OCCO3)s1,i,0.4,-4.1%,-21%,-17%,2%,-2%,5.9,45,5%,-10%
CN1CCN(c2ccc(CNS(=O)(=O)Cc3ccc(Cl)cc3)cc2)CC1,i,0.2,-2.2%,20%,1%,-4%,-7%,-1.5,50,21%,-2%
COc1ccc(N(CC(=O)N/N=C/c2ccc(-c3ccc([N+](=O)[O-])cc3)o2)S(=O)(=O)c2ccc(C)cc2)cc1,i,0.7,11%,-8%,7%,-7%,2%,2.3,60,10%,13%
FC(F)Oc1ccc(NC(=S)NN2CCOCC2)cc1,i,1.9,-0.3%,6%,5%,-13%,0%,4.5,84,2%,-6%
O=C(CCC1COc2ccccc2O1)Nc1ccccn1 (centres undefined),i,1.0,0.6%,2%,-12%,22%,-1%,-1.7,66,6%,1%
COc1ccccc1C(=O)NC(=O)COC(=O)C1CC1,i,0.5,x,x,x,-3%,x,-0.2,62,3%,x
CCCCN(Cc1ccccc1)C(=O)c1cnc2n(c1=O)CCS2,i,1.0,-0.6%,-13%,-6%,1%,-2%,2.2,75,4%,-4%
CCOC(=O)c1ccc(OCC(=O)c2ccc(O)cc2O)cc1,i,0.9,2.8%,8%,-6%,-16%,1%,2.9,52,11%,-2%
Cc1cc2ncc(C(=O)Nc3ccsc3C(=O)O)c(C)n2n1,i,0.2,-1.1%,0%,2%,-5%,31%,0.5,36,10%,-2%
Cc1ccc(CNS(=O)(=O)N(C)C)cc1,i,0.6,-2.3%,-9%,11%,18%,4%,1.0,92,5%,-2%
NC(=O)CC(NC(=O)c1cccc(Br)c1)c1ccc(N2CCCCCC2)c([N+](=O)[O-])c1 (centres undefined),i,1.1,1.4%,-9%,-5%,3%,-6%,-3.3,99,9%,-9%
CCC(c1nnnn1C(C)(C)C)N1CCN(c2cc(Cl)ccc2C)CC1 (centres undefined),i,0.5,-0.9%,5%,8%,-7%,1%,1.5,48,4%,0%
C=CCNC(=O)C(=O)NCC1CCCN1S(=O)(=O)c1cccs1 (centres undefined),i,0.5,x,x,x,2%,x,0.0,58,4%,x
O=C(c1ccco1)N1CCN(Cc2ccccc2Br)CC1,i,0.7,-2.6%,3%,-3%,3%,6%,-0.4,91,24%,-9%
Cc1ccccc1NC(=O)c1cc(=O)c2ccccc2o1,i,1.5,-0.2%,-7%,16%,-8%,-1%,-0.8,84,1%,-8%
COc1cc(/C=N/NC(=O)c2cnccn2)ccc1O,i,3.0,0.6%,-5%,5%,-2%,6%,-0.6,53,20µM*,-4%
COc1ccc(N2C(=O)CNC2=S)cc1,i,0.1,1.3%,-4%,-1%,4%,-2%,2.9,69,-2%,-1%
Cc1c2cnn(CC(=O)N3CCOCC3)c(=O)c2c(C)n1Cc1ccccc1F,i,1.6,4.1%,2%,-8%,x,1%,0.4,49,9%,-2%
O=c1c2c(ncn1CCO)nc1n2CCC1,i,0.7,0.4%,17%,10%,-4%,4%,-1.1,100,2%,6%
c1ccc(Cn2cc(CNc3ccccc3)nn2)cc1,i,2.3,1.6%,3%,-6%,0%,13%,-0.9,49,12%,-7%
COC(=O)c1ccc(C)c(NS(=O)(=O)c2ccc3c(c2)OCCO3)c1,u,x,0.8%,-4%,-15%,-4%,6%,0.4,40,3%,0%
COc1ccc(N2CCN(C(C)=C3C(=O)c4ccccc4C3=O)CC2)cc1,i,0.1,-1.7%,9%,-4%,-8%,-5%,1.2,90,4%,-7%
COCCn1c(=O)c2cc3c(=O)n(CCOC)c(=O)c3cc2c1=O,i,12,-1.7%,-6%,1%,-10%,-3%,-0.1,90,-4%,-8%
O=C(NCCc1c[nH]c2ccccc12)C(=O)NCC1OCCN1S(=O)(=O)c1cc(F)ccc1F (centres undefined),i,1.0,1.1%,-18%,10%,-3%,3%,6.7,58,-7%,-5%
O=C(Cc1ccc2c(c1)OCCO2)N1CCN(S(=O)(=O)c2ccccc2C(F)(F)F)CC1,i,0.6,-0.2%,2%,6%,8%,3%,1.0,51,9%,6%
CN1c2ccccc2N(C)C1(C)c1cccc2ccccc12,i,0.9,73%,-1%,-6%,10%,26%,-0.7,58,3%,-11%
Cc1cc(C)cc(NC(=O)CSc2nc(=O)n(CCN3CCOCC3)c3c2CCCC3)c1,i,0.9,x,x,x,4%,x,-0.2,96,4%,x
CC(C)(C)c1cc(-c2ccccc2)no1,i,1.0,-1.1%,-4%,0%,-17%,2%,-1.2,58,10%,-6%
COc1cc(/C=C/C(=O)NCCn2c(C)cc3ccccc32)cc(OC)c1OC,i,5.1,0.7%,-13%,8%,-3%,-1%,3.2,76,6%,-3%
O=C(Nc1cccc(S(=O)(=O)NCc2ccco2)c1)c1cc(-c2ccc(F)cc2)nc2ccccc12,i,0.7,8.6%,-9%,5%,23%,3%,2.1,46,7%,6%
CC(C)(CO)CNC(=O)c1ccc2nc(Cc3cccc(Cl)c3)oc2c1,i,0.3,-2.2%,10%,5%,5%,-8%,0.0,62,9%,-12%
CC1CC(C)CN(C(=O)C2CCN(S(=O)(=O)c3ccc4c(c3)CC(C)N4C(=O)C3CC3)CC2)C1 (centres undefined),i,0.4,2.3%,-12%,2%,-5%,2%,3.6,61,7%,0%
NC1=NC(=O)/C(=C/c2ccc(Br)cc2)S1,i,0.2,-1.8%,-2%,4%,6%,-8%,-0.1,73,7%,-6%
Cc1cccc(OCC(=O)Nc2cc(C)on2)c1,i,0.6,-1.3%,-7%,0%,2%,6%,0.1,36,5%,-8%
CC(CCOC1=NS(=O)(=O)c2ccccc21)NC(=O)C(=O)Nc1ccccc1 (centres undefined),i,0.6,-0.6%,-4%,2%,-9%,-3%,0.7,54,10%,-8%
Fc1ccc(C(CCCn2nnc(-c3cccnc3)n2)c2ccc(F)cc2)cc1,i,0.1,4.3%,-8%,2%,11%,-2%,5.6,97,4%,-5%
Cc1ccccc1C(=O)NC1CCN(Cc2nnnn2Cc2ccc(F)cc2)CC1,i,0.6,0.8%,-15%,-1%,-2%,-4%,-1.1,79,-2%,-4%
COc1ccc(NC(=O)c2ccc(NC3CC(=O)N(c4ccc(C)cc4C)C3=O)cc2)cc1 (centres undefined),i,0.6,1.9%,0%,6%,0%,0%,3.8,66,4%,-3%
Cc1cc(C)c[n+](-c2[nH]c(=O)sc2/C=N/N=C(\N)[S-])c1,i,0.6,0.0%,2%,3%,-1%,-8%,1.4,54,7%,2%
COc1ccc(Br)cc1C(=O)Nc1ccccc1-c1ccccc1,i,0.4,-0.2%,12%,17%,5%,-3%,3.6,70,7%,-4%
COCCn1c(SCC(=O)NCCc2ccc(OC)c(OC)c2)nc2c([nH]c3ccccc32)c1=O,i,0.3,0.8%,-5%,-12%,-8%,3%,-0.2,79,-4%,0%
Cn1c(CCNC(=O)c2ccc(F)cc2)nc2ccccc21,i,0.7,-2.1%,-6%,6%,7%,-4%,-2.1,87,3%,-8%
CCC(=O)N1CCCc2ccccc21,i,1.0,-0.3%,-9%,0%,-5%,-4%,1.2,45,2%,-6%
COc1ccccc1N(CC(=O)N1CCc2ccccc2C1)S(C)(=O)=O,i,0.3,-1.2%,6%,2%,-10%,-1%,-1.7,77,6%,1%
N#Cc1ccsc1NC(=O)c1ccc(Cl)c([N+](=O)[O-])c1,i,0.0,3.9%,8%,-10%,0%,-2%,3.9,52,-2%,-4%
COc1ccc(CCN2C(=O)CN(Cc3ccccc3)CC2=O)cc1OC,i,0.3,0.7%,-10%,-4%,-12%,4%,0.3,38,5%,0%
CC(C)(C)OC(=O)N1CCC[C@H]1C(=O)NCc1ccc(Cl)cc1Cl,i,0.2,-0.1%,2%,-2%,5%,-3%,-0.9,30,-1%,-7%

# Among those listed so far, these have an NH in an aromatic ring.
SMILES,Myeloid diff MLP,Myeloid diff MLP GFP+ MAC1+ %,HIV peptide binding,GPR35 arrestin U2OS,GPR55 LPI antagonism,Salmonella PhoP GFP,SIAH1 antagonists,NTR1 ag,NTR1 ag cell count 20 µM,MgcRacGAP inhibition,LYP inhibition
O=C(NCCc1c[nH]c2ccccc12)C(=O)NCC1OCCN1S(=O)(=O)c1cc(F)ccc1F (centres undefined),i,1.0,1.1%,-18%,10%,-3%,3%,6.7,58,-7%,-5%
Cc1cc(C)c[n+](-c2[nH]c(=O)sc2/C=N/N=C(\N)[S-])c1,i,0.6,0.0%,2%,3%,-1%,-8%,1.4,54,7%,2%
COCCn1c(SCC(=O)NCCc2ccc(OC)c(OC)c2)nc2c([nH]c3ccccc32)c1=O,i,0.3,0.8%,-5%,-12%,-8%,3%,-0.2,79,-4%,0%

# Full records as entered above. Values in the order: Myeloid diff MLP	Myeloid diff MLP GFP+ MAC1+ %	HIV peptide binding	GPR35 arrestin U2OS	GPR55 LPI antagonism	Salmonella PhoP GFP	SIAH1 antagonists	NTR1 ag	NTR1 ag cell count 20 µM	MgcRacGAP inhibition	LYP inhibition
# Listed for Cc1cccc(OCC(=O)Nc2cc(C)on2)c1 : i	0.6	-1.3%	-7%	0%	2%	6%	0.1	36	5%	-8%
# Listed for Cc1ccc(CNS(=O)(=O)N(C)C)cc1 : i	0.6	-2.3%	-9%	11%	18%	4%	1.0	92	5%	-2%
# Listed for Cc1cc(C)c[n+](-c2[nH]c(=O)sc2/C=N/N=C(\N)[S-])c1 : i	0.6	0.0%	2%	3%	-1%	-8%	1.4	54	7%	2%
# Listed for Cc1cc2ncc(C(=O)Nc3ccsc3C(=O)O)c(C)n2n1 : i	0.2	-1.1%	0%	2%	-5%	31%	0.5	36	10%	-2%

# Bioassay records from PubChem.
